Assay outcomes deposited in PubChem BioAssay by National Center for Advancing Translational Sciences (NCATS).
A-T KAP1 phos = qHTS Assay for Identifying a Potential Treatment of Ataxia-Telangiectasia | […] A-T fibroblasts, KAP-1 phosphorylation AlphaLISA; neocarzinostatin DNA damage 30 min before lysis | Potency, µM (doses to about 57.5 µM), for inactives: at the highest dose activation, most hits filed as activators | 320,000 compounds, 0.19% hits | AID 485349, 2010; note: potency is the fitted concentration of half-maximal effect; % of control where 0% means no effect; nearly all actives have a fitted effect of over 45% in size
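ATM-like activity read as KAP-1 phosphorylation via AlphaLISA donor/acceptor antibody pairs after lysis and 6 hr at 25C. Cells were ATM-null patient fibroblasts ([…], hTERT), dosed 60 min, then exposed to the DSB inducer NCS for 30 min.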
S-ASM inh = Inhibitors of Secretory Acid Sphingomyelinase (S-ASM): qHTS | Sphingomyelin phosphodiesterase (Homo sapiens), P17405 | placental ASM, HMU-PC fluorogenic substrate, 60 min | 340,000 compounds, 0.006% hits | Potency, µM (titrated, usually from 57.5 µM), for the others: top-dose activity change, negative = inhibition, hits mostly inhibitors; note: potency is the fitted concentration of half-maximal effect
Target sequence (P17405 47-631 limits assumed): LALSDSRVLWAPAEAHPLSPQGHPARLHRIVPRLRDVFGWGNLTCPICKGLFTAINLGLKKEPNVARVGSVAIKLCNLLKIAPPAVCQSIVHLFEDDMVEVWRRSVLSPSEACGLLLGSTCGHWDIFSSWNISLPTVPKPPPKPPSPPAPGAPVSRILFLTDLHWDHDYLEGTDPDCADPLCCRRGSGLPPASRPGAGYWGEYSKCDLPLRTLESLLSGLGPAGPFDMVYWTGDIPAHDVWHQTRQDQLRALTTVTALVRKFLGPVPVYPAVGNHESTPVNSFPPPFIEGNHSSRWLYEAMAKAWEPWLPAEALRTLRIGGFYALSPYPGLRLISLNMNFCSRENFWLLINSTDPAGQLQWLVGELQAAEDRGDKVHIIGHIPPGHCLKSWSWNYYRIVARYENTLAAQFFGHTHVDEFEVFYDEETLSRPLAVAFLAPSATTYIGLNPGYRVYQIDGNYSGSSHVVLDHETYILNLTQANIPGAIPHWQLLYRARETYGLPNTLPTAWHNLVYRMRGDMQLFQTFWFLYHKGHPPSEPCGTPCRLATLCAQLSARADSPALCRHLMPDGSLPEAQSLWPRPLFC
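qHTS format. ASM enzyme prepared from human placenta hydrolyses the fluorogenic substrate HMU-PC0 (9 uM final) over 60 min at 37 °C after a 10 min compound preincubation.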
Mito fusion yeast = qHTS Assay for Small Molecule Inhibitors of Mitochondrial Division or Activators of Mitochondrial Fusion | S. cerevisiae fusion-defective mutant growth rescue, CellTiterGlo 48 h | Potency, µM (series often up to 46.1 µM), for the others: top-dose growth rescue (activation), hits mostly activators | 320,000 compounds, 0.23% hits | AID 485298, 2010;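 note: potency is the fitted concentration of half-maximal effect; % of control where 0% means no effect; nearly all actives have a fitted effect of over 45% in size; temperature-sensitive fusion mutants such as fzo1-1 at 37 °C on non-fermentable ethanol glycerol medium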
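Growth-rescue viability read-out: after 48 h at the non-permissive 37C in glycerol/ethanol YPEG, yeast mitochondrial fusion mutants are measured by CellTiterGlo luminescence; compounds (23 nl pinned per well) restoring growth score as division inhibitors or fusion activators.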
Menin-MLL TR inh = qHTS Assay for Inhibitors Targeting the Menin-MLL Interaction in MLL Related Leukemias: Competition With Texas Red Labeled MLL-derived Mutant Peptide; 270,000 compounds, 0.23% hits; Potency, µM (series often up to 61.6 µM), inactives show top-dose FP activity change, negative = inhibition, usual class: inhibitors; Menin + Texas Red MLL mutant peptide, fluorescence polarization; active = well fitted inhibition curve with a large enough effect in the polarisation, with a control signal flat, not every such curve was filed as active; inconclusive = small, poorly fitted or top-dose-only effect, or effect the other way, or a change in a side signal; inactive = no such curve, though single readings can be large or run the other way; the % refers to the polarisation; note: potency is the fitted concentration of half-maximal effect; % of control where 0% means no effect; many of its hits are not listed in these tables
TSG101-PTAP inh = qHTS Assay for Iinhibitors of HIV-1 Budding by Blocking the Interaction of PTAP/TSG101; Fluorescence polarization, FITC-PTAP peptide / Tsg101 binding; Potency, µM (titrated, usually from 115 µM), inactives show top-dose activity change, negative = inhibition, actives largely listed as inhibitors; 340,000 tested, under 10 active; AID 493005, 2010; active = well fitted inhibition curve with a large enough effect in the main read-out, with a control signal flat, not every such curve was filed as active; inconclusive = small, poorly fitted or top-dose-only effect, or effect the other way, or a change in a side signal; inactive = no such curve, though single readings can be large or run the other way; note: potency is the fitted concentration of half-maximal effect; % of control where 0% means no effect
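FP read-out: FITC-PTAP peptide, 50 nM final, binding Tsg101 binding domain, 10 uM final; 20 min, r.t.; 10 mM HEPES pH 7.5, 0.15 M NaCl, 0.01% Tween 20, 3 mM EDTA, 0.1 mM TCEP.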
MBNL1 CUG block = qHTS Assay for Inhibitors of MBNL1-poly(CUG) RNA binding | Muscleblind-like protein 1 (Homo sapiens), Q9NR56 | 280,000 compounds, 0.036% hits | AID 2675, 2010 | Potency, µM (titrated, usually from 57.5 µM), for the others: at the highest dose activity change, negative = inhibition, most hits filed as inhibitors | TR-FRET MBNL1-His/biotin-(CUG)12 binding, 665/545 ratio; active = well fitted inhibition curve with a large enough effect in the signal ratio, with a control signal flat, not every such curve was filed as active; inconclusive = small, poorly fitted or top-dose-only effect, or effect the other way, or a change in a side signal; inactive = no such curve, though single readings can be large or run the other way; the % refers to the signal ratio; note: potency is the fitted concentration of half-maximal effect; % is set by controls: 0 for no effect and ±100 for the full control effect
Target sequence (Q9NR56 whole entry, looked up): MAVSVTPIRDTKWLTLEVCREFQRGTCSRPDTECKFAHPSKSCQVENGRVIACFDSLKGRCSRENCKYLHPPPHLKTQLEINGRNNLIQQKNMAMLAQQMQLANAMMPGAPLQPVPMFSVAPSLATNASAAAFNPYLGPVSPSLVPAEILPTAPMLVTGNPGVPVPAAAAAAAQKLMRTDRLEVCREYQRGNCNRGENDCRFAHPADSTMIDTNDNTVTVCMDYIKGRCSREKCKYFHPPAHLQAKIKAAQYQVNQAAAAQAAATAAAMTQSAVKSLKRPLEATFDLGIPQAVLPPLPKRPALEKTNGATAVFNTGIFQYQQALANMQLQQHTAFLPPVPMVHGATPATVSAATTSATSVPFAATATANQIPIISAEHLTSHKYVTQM
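MBNL1-His + Biotin-(CUG)12, cpd titration 92 nM–58 uM; Tb anti-His Ab 0.055 ng/ul, SA-XL665 5 nM (final); 60 min RT; ratiometric 665/545 nm, Ex 340 nm; normalized to buffer and full-complex controls.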
CXXC DNA block = qHTS Fluorescence Polarization Assay for Inhibitors of MLL CXXC domain - DNA interaction; MLL-CXXC / FITC-HOXA9 DNA fluorescence polarization; Potency, µM (series often up to 115 µM), for inactives: top-dose activity change, negative = inhibition, hits mostly inhibitors; Histone-lysine N-methyltransferase 2A (Homo sapiens), Q03164; 290,000 compounds, 0.037% hits; active = well fitted inhibition curve with a large enough effect in the polarisation, with a control signal flat, not every such curve was filed as active; inconclusive = small, poorly fitted or top-dose-only effect, or effect the other way, or a change in a side signal; inactive = no such curve, though single readings can be large or run the other way; the % refers to the polarisation; note: potency is the fitted concentration of half-maximal effect
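Purified MLL-CXXC (added from a 7 uM solution) was preincubated 5 min at ambient with pinned compounds in 50 mM Tris-HCl pH 7.5, 50 mM NaCl, 1 mM DTT, 0.05% BSA. Fluorescein-labeled HOX-A9 DNA (50 nM solution) followed, 30 min, then polarization read.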
TSHR antag = Antagonists of the Thyroid Stimulating Hormone Receptor: HTS campaign; Thyrotropin receptor (Homo sapiens), P16473; TSHR-expressing cells, TSH-stimulated cAMP HTRF, 2 h; hits give low values; activity change, negative = inhibition, % at 11.5 µM; 330,000 compounds, 0.2% hits;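 active = activity change below a set negative limit, meaning inhibition stronger than a set level, cut at about -70% in these data; inconclusive = activity change between two set negative limits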; note: % is set by controls: 0 for no effect and ±100 for the full control effect
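TSHR-expressing cells, 200/well, pre-treated with compound, then stimulated with EC80 TSH (4nM final) for 2 hours at 37 deg C. cAMP measured by competitive HTRF: anti-cAMP cryptate antibody in lysis buffer plus cAMP-d2, read after 30 minutes at room temperature.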
Integrin act MD = qHTS for Activators of Integrin-Mediated Alleviation for Muscular Dystrophy; alpha7betagal myoblasts, beta-gal FDG fluorescence, 48 h; 350,000 compounds, 0.064% hits; Potency, µM (doses to about 38.3 µM), for the others: top-dose activation, hits mostly activators; AID 624291, 2012;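 note: potency is the fitted concentration of half-maximal effect; 100% = response of the positive control SU9516; nearly all actives have a fitted effect of over 60% in size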
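Alpha7betagal+/- myoblasts (passage 13) were plated 16-24 hr, then exposed to compounds (1:260 dilution of DMSO stock) for 48 hours at 37C. After MPER lysis, β-galactosidase reporter activity was read as FDG fluorescence (ex 480/em 540) after 30 minutes.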
TCR activator = Activators of T cell receptors: qHTS campaign. 330,000 tested, under 10 active. AID 504894, 2011. primary human leukocytes, anti-CD3, IL-2 HTRF, 48 h. Potency, µM (top dose mostly 9.22 µM), for the others: at the top dose activation of IL-2 secretion, actives largely listed as activators; note: % of control where 0% means no effect
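1) Mix primary human leukocytes, a-CD3 beads and compound. 2) Incubate 48 hr. 3) Add HTRF IL-2 reagents (a-IL-2-K, a-IL-2-d2).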
The depositor's hits bear a star; ? = inconclusive; nt = no result given; [ ] = another dose, or the depositor's remark. Unless noted, calls come from the whole dose curve; as a rule, active = well fitted curve in the direction sought with a large enough effect; inconclusive = small, poorly fitted or top-dose-only effect, or another doubt; inactive = no such curve, though single readings can be large; an effect the other way counts as inactive or inconclusive. Only part of the results is shown, so the mix of outcomes need not match the whole.

SMILES	A-T KAP1 phos	S-ASM inh	Mito fusion yeast	Menin-MLL TR inh	TSG101-PTAP inh	MBNL1 CUG block	CXXC DNA block	TSHR antag	Integrin act MD	TCR activator
CCC(C(=O)N1CCN(c2ncccn2)CC1)c1ccccc1 (stereo not drawn)	-2%	4%	-18%	nt	-5%	-3%	24%	3	-25%	0%
N#CC(CC(=O)c1ccc(Cl)cc1)c1ccccc1 (stereo not drawn)	nt	1%	nt	nt	-6%	nt	nt	nt	25%	-4%
CCc1cccc(CC)c1NC(=S)NCc1nc2ccccc2[nH]1	5%	5%	-3%	-22%	1%	-3%	3%	-6	0%	-1%
COc1cc(Cl)c(C)cc1NC(=O)CCCN1C(=O)CCC1=O	-3%	0%	-2%	-1%	0%	-2%	1%	0	9%	2%
O=C(N/N=C/c1cccc(O)c1)c1ccc(-n2cnnn2)cc1	0%	-2%	4%	nt	-4%	nt	nt	-8	-11%	-4%
Cc1occc1C(=O)NCCCc1ccccc1	-5%	-11%	13%	30%[activator]	-4%	2%	-8%	3	-3%	-7%
CCn1ncc([N+](=O)[O-])c1C(=O)Nc1ccc(C)c(C)c1	-10%	1%	3%	-16%	-6%	?	0%	14	-7%	nt
Cc1ccc(NC(=O)CCC(=O)c2ccc(Cl)s2)nc1	-8%	0%	4%	nt	-1%	nt	nt	11	11%	2%
C=CCNC(=S)N/N=C/c1ccc(N(CC)Cc2ccccc2)cc1	2%	277%[activator]	?	-12%	-2%	17%	2%	-17	-21%	6%[46.1 µM]
Cn1c(=O)c2cc(S(=O)(=O)NCCC(=O)N3CC=C(c4ccccc4)CC3)ccc2n(C)c1=O	-3%	-2%	3%	7%	nt	-19%	-1%	11	-18%	nt
C=C1C(=O)OC2C1C(OC(=O)C(C)=CC)CC(=C)C1C(O)C3OC3(C)C21O (stereo not drawn)	nt	7%	nt	nt	-3%	nt	nt	nt	-1%	-2%
CCOc1ccc2oc(C(=O)N3CCN(Cc4ccccc4)CC3)c(C)c2c1	9%	3%	2%	-21%	0%	-7%	2%	-2	1%	1%
COc1cccc(C(=O)C2=NN(C(C)=O)CC2c2ccco2)c1 (stereo not drawn)	-2%	2%	3%	?	-2%	?	6%	-12	0%	2%
O=C(NCCN1CCCCC1)Nc1ccc(F)cc1F	3%	-1%	-2%	8%	-4%	-6%	-2%	-1	-17%	-5%
O=C(NCc1ccccc1F)c1ccc(S(=O)(=O)NCc2ccco2)cc1	-2%	4%	3%	nt	-4%	nt	nt	4	-20%	-7%
COc1cccc(C(=O)c2c(-c3ccccc3)ncc3cc(OC)c(OC)cc23)c1	4%[11.5 µM]	-18%	nt	nt	-1%	nt	nt	3	3%	5%[46.1 µM]
CCCC(=O)Nc1ccc2c(c1)nc1n2CCSC1	2%	6%	1%	0%	4%	-8%	8%	11	4%	-13%
CCOC(=O)C1=NN(C(C)=O)C2C(=O)N(CC)C(=O)C12 (stereo not drawn)	4%	0%	-4%	nt	-1%	-2%	9%	-4	?	8%
CC(=O)Nc1cccc(NC(=O)c2ccc3c(c2)CCN3S(=O)(=O)c2ccccc2)c1	0%	-7%	-8%	?	-1%	5%	14%	-7	-8%	0%
COc1cc(NC(=S)N2CCCC(C)C2)cc(OC)c1OC (stereo not drawn)	4%	4%	-2%	-10%	-3%	1%	28%	18	5%	3%
O=C(Cn1cnc2c(nnn2-c2ccccc2)c1=O)NCCc1ccccc1	5%	-9%	1%	-3%	-1%	?	11%	1	-19%	-2%
CCOC(=O)CSc1nc2cccnc2n1-c1ccc(F)cc1	-1%	5%	8%	9%	-3%	21%	4%	15	-10%	3%
CC(=O)Nc1ccc2c(c1)ncn2C1CCCCC1	nt	2%	nt	nt	0%	nt	nt	nt	7%	-1%
O=C(CN1C(=O)c2ccccc2S1(=O)=O)NC1CC2CCC1C2 (stereo not drawn)	6%	0%	2%	0%	-1%	19%	0%	-7	-6%	-3%
Cc1cc(C)n(CCO)c(=O)n1	0%	11%	0%	-29%	-6%	1%	-2%	4	4%	-3%

Brought forward from above: 2 entries; new compounds follow.
SMILES	A-T KAP1 phos	S-ASM inh	Mito fusion yeast	Menin-MLL TR inh	TSG101-PTAP inh	MBNL1 CUG block	CXXC DNA block	TSHR antag	Integrin act MD	TCR activator
O=C(CN1C(=O)c2ccccc2S1(=O)=O)NC1CC2CCC1C2 (stereo not drawn)	6%	0%	2%	0%	-1%	19%	0%	-7	-6%	-3%
Cc1cc(C)n(CCO)c(=O)n1	0%	11%	0%	-29%	-6%	1%	-2%	4	4%	-3%
CC1=NN(C(=O)c2ccc(Cn3nc(C)c([N+](=O)[O-])c3C)o2)C(O)(C(F)(F)F)C1 (stereo not drawn)	-10%	4%	-4%	-8%	-2%	7%	-2%	-5	16%	-2%[46.1 µM]
NC(=S)N/N=C1\CC(n2nnn(-c3cccc(Cl)c3)c2=S)C2COC1O2 (stereo not drawn)	-6%	1%	-1%	24%	0%	17%	7%	-2	2%	-5%
COc1ccc(CC(C#N)(CO)c2nc3ccccc3[nH]2)cc1 (stereo not drawn)	-3%	3%	1%	6%	-1%	-14%	9%	12	7%	0%[46.1 µM]
C=CCN1C(=O)NC2(CCCCC2)C1=O	2%	-1%	0%	-1%	-1%	-10%	-12%	3	6%	-4%
COc1ccc(-c2cc3ccccc3n2CC(O)CNCCO)cc1 (stereo not drawn)	-3%	-2%	-3%	nt	-8%	-3%	10%	-16	-14%	-3%
Cc1ccc(C2=NN=C(NC(=O)CSc3nnc4c5ccccc5n(C)c4n3)SC2)cc1	-11%	-5%	5%	3%	-1%	34%[activator]	3%	-1	-37%[inhibitor]	-12%
C=CCOc1ccccc1CN1CCSCC1	12%	1%	-3%	-2%	-3%	-4%	1%	-8	-9%[7.66 µM]	-1%
CN(C)CCCNC(=O)C[C@H]1C[C@H](C(=O)N2CCOCC2)[C@@]2(C)c3[nH]c4ccc(Cl)cc4c3CCN2C1=O	4%[11.5 µM]	0%	nt	nt	-1%	nt	nt	-7	0%	-6%[46.1 µM]
Nc1ccccc1Oc1c(F)c(F)c(Oc2ccccc2N)c(F)c1F	12%	-4%	19%	8%	-3%	16%	4%	-4	-18%	4%
C=CCOc1ccc(CN(C)Cc2nc3cc(C(F)(F)F)ccc3c(=O)[nH]2)cc1	0%	-1%	3%	2%	-6%	3%	0%	-6	-26%	-4%
COc1ccc(S(N)(=O)=O)cc1C(=O)NCCCN1CCN(c2cccc(Cl)c2)CC1	-6%	-3%	5%	-1%	-3%	-8%	?	-5	0%	-5%
O=C1NC[C@H](Cc2ccccc2)N(CC2CCN(CC3CCCC3)CC2)C1=O	nt	-6%	nt	nt	-7%	nt	nt	nt	22%	1%
C=CCc1cc(Cl)ccc1OCCn1ccnc1	2%	-1%	-7%	-23%	-3%	2%	7%	-48	-16%	4%
CCN(CC)C(=O)Oc1ccc(Br)cc1C(=O)Nc1ccc(F)c(Cl)c1	2%	-5%	5%	nt	1%	-14%	-5%	2	2%	2%

Random excerpt: two records from the list
SMILES	A-T KAP1 phos	S-ASM inh	Mito fusion yeast	Menin-MLL TR inh	TSG101-PTAP inh	MBNL1 CUG block	CXXC DNA block	TSHR antag	Integrin act MD	TCR activator
N#CC(CC(=O)c1ccc(Cl)cc1)c1ccccc1 (stereo not drawn)	nt	1%	nt	nt	-6%	nt	nt	nt	25%	-4%
Cc1ccc(NC(=O)CCC(=O)c2ccc(Cl)s2)nc1	-8%	0%	4%	nt	-1%	nt	nt	11	11%	2%
